# BLM helicase inh – inhibitors of human Bloom syndrome helicase BLM | P54132 | recombinant BLM DNA unwinding, fluorescence dequenching | Potency, µM (titrated, usually from 56.1 µM), inactives show at the highest dose activity change, negative = inhibition, most hits filed as inhibitors | 0.2% of 350,000 active | AID 2528;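 further: plate controls were vehicle for no effect and no enzyme for full effect; nearly all actives have a fitted effect of over 35% in size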
# Pin1 inhibitor – inhibitors of human Pin1; Potency, µM (highest dose often 115 µM), inactives show at the highest dose activity, negative = inhibition, hits mostly inhibitors; Q13526; 0.009% of 390,000 active; Pin1 FP peptide displacement, HiFluor488, 10 min; active means well fitted inhibition curve with a large enough effect in the polarisation, with a control signal flat, not every such curve was filed as active; inconclusive means small, poorly fitted or top-dose-only effect, or effect the other way, or a change in a side signal; inactive means no such curve, though single readings can be large or run the other way; the % refers to the polarisation; further: on the % scale 0 is the no-effect control and ±100 the full control effect
# Target sequence (Q13526 whole entry, looked up): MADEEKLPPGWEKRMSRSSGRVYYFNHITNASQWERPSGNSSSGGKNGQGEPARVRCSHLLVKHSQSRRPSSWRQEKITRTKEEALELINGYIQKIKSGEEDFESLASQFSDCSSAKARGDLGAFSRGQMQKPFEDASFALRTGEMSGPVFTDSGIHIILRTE
# GLS inh – inhibitors of human glutaminase (GLS). 0.21% of 410,000 active. GLS enzymatic activity, qHTS titration. AID 624170. Potency, µM (doses to about 45.5 µM), for the others: at the top dose activity change, negative = inhibition, usual class: inhibitors; further: on the % scale 0 is the no-effect control and ±100 the full control effect
#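 Compounds were pin-transferred onto hKGA, after which L-glutamine (1 mM solution) and a detection mix of glutamate oxidase, HRP and Amplex Red were added. Initial and 30 min RT fluorescence reads were collected.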
# BAZ2B block – BAZ2B (human) inhibition; Potency, µM (highest dose often 114 µM), without a hit: top-dose activity change, negative = inhibition, hits mostly inhibitors; Q9UIF8; AlphaScreen BAZ2B-H3K14Ac peptide displacement; 4.4% of 360,000 active; AID 504333; further: on the % scale 0 is the no-effect control and ±100 the full control effect; nearly all actives have a fitted effect of over 60% in size
#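 Compounds, titrated to a top concentration of 110 uM, were incubated 30 min at room temperature with preformed BAZ2B/acetyl-K14 H3 peptide complex (50 nM each). Proximity signal was measured by AlphaScreen after 20 min with beads.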
# POLI inh – blocks human DNA polymerase iota activity; Potency, µM (doses to about 115 µM), without a hit: top-dose activity, negative = inhibition, actives largely listed as inhibitors; Pol iota fluorescent replication assay, 10 min; 1% of 390,000 active; AID 588590
#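 Fluorescent replication assay read twice, at 0 min and 10 min after adding 50 nM (final) substrate. Enzyme (10 nM) and compounds were first incubated 15 min at room temperature; enzyme-free buffer wells were negative controls.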
# JMJD2A Tudor – inhibitors of human JMJD2A Tudor domain. O75164. AlphaScreen JMJD2A-Tudor / H3K4me3 peptide binding. Potency, µM (doses to about 114 µM), without a hit: at the top dose activity change, negative = inhibition, most hits filed as inhibitors. 4.4% of 390,000 active. AID 504339; further: on the % scale 0 is the no-effect control and ±100 the full control effect; nearly all actives have a fitted effect of over 50% in size
# HP1b binding inh – HP1-beta chromodomain-methylated histone interaction inhibition; P83916; AlphaScreen HP1-beta / biotin-H3K9me3 peptide binding; Potency, µM (highest dose often 114 µM), without a hit: at the highest dose activity change, negative = inhibition, most hits filed as inhibitors; 0.56% of 390,000 active; further: nearly all actives have a fitted effect of over 70% in size; inactives centre near 23
# Target sequence (P83916 whole entry, looked up): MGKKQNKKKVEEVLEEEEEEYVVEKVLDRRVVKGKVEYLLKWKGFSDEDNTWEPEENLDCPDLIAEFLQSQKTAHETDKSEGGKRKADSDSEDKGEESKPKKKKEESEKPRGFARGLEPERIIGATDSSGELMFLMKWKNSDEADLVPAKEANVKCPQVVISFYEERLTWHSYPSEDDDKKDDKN
#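 HP1-beta protein (50 nM final) preincubated 30 min at room temperature with biotinylated H3(1-18)K9me3 peptide (50 nM) in PBS pH 7.4, 0.01% Tween-20, then compound added for 30 min. AlphaScreen streptavidin donor/nickel chelate acceptor beads (10 ug/mL final), 30 min dark, luminescence read.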
# PGK inhibitor – blocks T. brucei phosphoglycerate kinase; 0.043% of 380,000 active; P07378; PGK/GAPDH coupled, Kinase-Glo luminescence, 60 min; Potency, µM (doses to about 57.5 µM), for the others: at the top dose activity change, negative = inhibition, most hits filed as inhibitors; further: on the % scale 0 is the no-effect control and ±100 the full control effect; nearly all actives have a fitted effect of over 60% in size
# Target sequence (P07378 whole entry, looked up): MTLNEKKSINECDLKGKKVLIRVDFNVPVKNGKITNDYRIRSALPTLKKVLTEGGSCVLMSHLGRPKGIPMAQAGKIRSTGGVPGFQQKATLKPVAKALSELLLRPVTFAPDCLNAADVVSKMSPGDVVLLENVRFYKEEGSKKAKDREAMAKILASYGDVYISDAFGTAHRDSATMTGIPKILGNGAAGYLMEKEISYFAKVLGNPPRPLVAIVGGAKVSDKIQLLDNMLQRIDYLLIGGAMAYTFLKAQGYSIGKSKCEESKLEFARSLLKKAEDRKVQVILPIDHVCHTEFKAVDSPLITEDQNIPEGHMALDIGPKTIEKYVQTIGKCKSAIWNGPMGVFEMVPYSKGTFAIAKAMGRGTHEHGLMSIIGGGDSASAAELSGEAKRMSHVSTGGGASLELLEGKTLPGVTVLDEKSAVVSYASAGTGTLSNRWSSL
#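 Luminescent ATP detection (Kinase-Glo Plus) follows a 60-minute room-temperature incubation, with wells lacking PGK as controls. Buffer: 100 mM TEA (pH 7.6), 5 mM MgCl2, 0.01% Tween-20. Coupling enzyme GAPDH (100 nM final) supplies unstable 1,3-BPG in-well.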
# G9a inh – inhibitors of human histone lysine methyltransferase G9a; G9a H3K9 monomethylation, AlphaScreen, 2 h; Potency, µM (highest dose often 102 µM), inactives show at the top dose activity, negative = inhibition, usual class: inhibitors; 8.8% of 350,000 active; further: on the % scale 0 is the no-effect control and ±100 the full control effect; nearly all actives have a fitted effect of over 75% in size
# Target sequence (Q96KQ7 913-1193 limits assumed): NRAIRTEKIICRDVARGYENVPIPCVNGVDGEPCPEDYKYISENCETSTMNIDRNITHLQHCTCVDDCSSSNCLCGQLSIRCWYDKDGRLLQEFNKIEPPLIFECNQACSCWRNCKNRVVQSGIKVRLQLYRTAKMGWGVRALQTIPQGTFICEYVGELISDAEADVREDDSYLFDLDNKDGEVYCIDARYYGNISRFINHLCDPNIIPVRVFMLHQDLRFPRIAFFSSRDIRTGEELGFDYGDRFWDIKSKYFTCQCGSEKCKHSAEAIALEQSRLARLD
#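 Signal arises when biotinylated H3K9 peptide, once monomethylated, bridges streptavidin donor and antibody-captured acceptor beads. Enzyme at 20 nM was preincubated 15 min with test compounds; peptide 500 nM and SAM 20 uM then reacted for 2 h.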
# * marks the source's active call; other numbers are inactive results; i = inactive; ? = inconclusive; / = not tested or not shown; [ ] = another dose, or the depositor's remark. Unless noted, the call rests on the fitted dose curve; in most records, active means well fitted curve in the direction sought with a large enough effect; inconclusive means small, poorly fitted or top-dose-only effect, or another doubt; inactive means no such curve, though single readings can be large; an effect the other way counts as inactive or inconclusive. Potency means the concentration at half of the fitted maximal effect. These rows are one share of the data, so the mix of outcomes need not match the whole.
SMILES,BLM helicase inh,Pin1 inhibitor,GLS inh,BAZ2B block,POLI inh,JMJD2A Tudor,HP1b binding inh,PGK inhibitor,G9a inh
CC(SCc1ccccc1)C(=O)Nc1ccccc1F (centres undefined),-4%,10%,1%,6%,28%,13%,42%[activator],-8%,3%
COc1cccc2sc(NC(=O)CS(=O)(=O)c3ccc(C)cc3)nc12,0%,0%,3%,-8%,?,-11%,18%,-1%,3%[59 µM]
COCCCN1C(=O)c2ccc(C(=O)OCC(=O)NCc3cccc(OC)c3)cc2C1=O,/,?,3%,10%,?,-11%,13%,-3%,?
Cc1ccc(NC(=O)Cn2c(=O)n(CCCCC(=O)NCc3ccco3)c(=O)c3ccccc32)cc1,-2%,15%,7%,15%,-5%,-15%,10%,-4%,-3%
CCOc1ccccc1C1C(C(N)=O)=C(C)Nc2nc(-c3cccc(C)c3)nn21 (centres undefined),-5%,-3%,43%[activator],?,9%,-30%,19%,-6%,?
CCn1c(C)cc2c(c1=O)C(c1ccccc1Br)C(C#N)=C(N)O2 (centres undefined),1%,0%,21%,7%,1%,-10%,53%[activator],-8%,7%
CC(=O)Nc1ccc(Nc2ccc(N3C(=O)CCCC3=O)cc2[N+](=O)[O-])cc1,0%,7%,17%,?,-6%,4%,-2%,-10%,-5%
CN1CCC(Oc2ccccc2Sc2ccc(C(F)(F)F)cc2)CC1,-2%,-2%,0%,79µM*,11%,?,11%,0%,?
O=C(Nc1ccc(OC(F)(F)F)cc1)C1CCCN(C(=O)c2ccc(Cl)cc2)C1 (centres undefined),/,3%,3%,3%,19%,-11%,39%,-12%,11%[12.7 µM]
O=C(C1CCC(=O)N(C2CC2)C1)N1CCN(c2cccc(Cl)c2)CC1 (centres undefined),-2%,-3%,-1%,-2%,22%,8%,29%,-1%,?
O=C(CN1CCN(c2ccc(C(F)(F)F)cn2)CC1)Nc1ccc2c(c1)OCO2,-1%,-5%,0%,-4%,-18%,-8%,48%[activator],-9%,27%
COc1cc2oc(=O)c(CC(=O)NCCc3ccccc3)c(C)c2cc1Cl,-2%,4%,-3%,-9%,26%,-12%,43%[activator],7%,-4%[59 µM]
CCCN1CCN(C(=O)c2nn(-c3ccc(OC)cc3)c(=O)c3c2c2ccccc2n3C)CC1,2%,5%,4%,-11%,-14%,-3%,27%,/,30%[59 µM]
O=C(c1ccc2c(c1)OCO2)N1CCN(S(=O)(=O)c2ccc(Cl)cc2)CC1,1%,4%,7%,14%,130%[activator],-4%,44%[activator],i,-4%[59 µM]
CS(=O)(=O)N(Cc1ccccc1)c1ccccc1C(=O)N1CCN(c2ccccc2)CC1,-5%,-8%,16%,?,19%,-20%,-14%,-2%,-3%[59 µM]
Fc1ccc(OCCOCCN2CCCC2)cc1,/,-8%,1%,/,28%,6.3µM*,?,-8%,/
N#Cc1c(NC(=O)CCCN2C(=O)c3ccccc3C2=O)oc(-c2ccccc2)c1-c1ccccc1,-5%,5%,9%,-7%,2%,-14%,9%,-5%,15%
CCOC(=O)c1c(-c2ccc(C)o2)csc1NC(=O)CN1CCCCC1,-6%,7%,2%,?,?,19%,21%,-2%,40µM*
Cc1noc(C)c1NC(=O)NC(c1ccccc1)c1ccccc1,-6%,-9%,-23%,1%,0%,-7%,40%[activator],i,11%[59 µM]
Cc1nn(-c2ccccc2)c2sc(C(=O)NC3CCCCC3)cc12,-5%,1%,3%,10%,6%,-6%,22%,/,11%[12.7 µM]
Cc1c(NS(=O)(=O)c2ccc(N)cc2)c(=O)n(-c2ccccc2)n1C,-4%,2%,6%,-6%,?,-18%,55%[activator],8%,15%
O=C1NCCN1C(=O)c1cccc(Cl)c1,-2%,2%,6%,7%,12%,2%,18%,-4%,3%
CCOC(=O)N1CCC(Nc2ccc3nnc(-c4ccccc4)n3n2)CC1,4%,1%,9%,9%,17%,-23%,18%,0%,8%
COc1ccc(N2CCN(C(=O)COC(=O)CCOc3ccc(C)cc3)CC2)cc1,/,-7%,-2%,-8%,41%[activator],-6%,35%,-5%,?
O=C(CN1CCSC1=O)Nc1ccc(N2CCOCC2)cc1,/,-1%,27%,6%,30%,-19%,-10%,-1%,?

# Some values from the results shown.
# `COc1cccc2sc(NC(=O)CS(=O)(=O)c3ccc(C)cc3)nc12` | BAZ2B block = -8%
# `COCCCN1C(=O)c2ccc(C(=O)OCC(=O)NCc3cccc(OC)c3)cc2C1=O` | BAZ2B block = 10%

# Additional structures follow.
SMILES,BLM helicase inh,Pin1 inhibitor,GLS inh,BAZ2B block,POLI inh,JMJD2A Tudor,HP1b binding inh,PGK inhibitor,G9a inh
CC(C)(C)c1ccc(/C=N/NC(=O)C(=O)NCCCN2CCOCC2)cc1,-12%,-8%,3%,1%,80%[activator],-7%,33%,-4%,11%
CCOC(=O)N1CCC(N(CCN(C)C)C(=S)Nc2ccccc2OCC)CC1,-1%,-3%,18%,-4%,11%,-15%,39%[activator],7%,10%
CC(=O)C(N=Nc1ccccc1)(Sc1nnc(-c2ccccc2)n1-c1ccccc1)C(C)=O,-7%,7%,-4%,-38%,14%,-31%,3%,3%,?
O=C(CSCc1c(Cl)cccc1Cl)NCc1cccnc1,1%,-2%,-4%,7%,-14%,-7%,28%,/,15%
COc1cccc(N2CCN(C(=O)CCCCCn3c(=S)[nH]c4cc5c(cc4c3=O)OCO5)CC2)c1,-6%,5%,-2%,-18%,-7%,-11%,67%[activator],-4%,-9%
O=C(CCS(=O)(=O)c1ccccc1)Nc1ccc2c(c1)C(=O)NC2=O,-1%,8%,-2%,3%,66%[activator],3%,16%,0%,11%
CCOC(=O)Cn1c(=O)oc2cc(S(=O)(=O)NCCc3ccc(C)cc3)ccc21,0%,8%,-5%,8%,7%,-9%,41%[activator],-5%,4%[59 µM]
CCOc1cc(CNC(=O)C2CCN(c3nc4ccccc4[nH]3)CC2)cc(OCC)c1OCC,0%,2%,3%,3%,-15%,-12%,22%[57 µM],i,-3%[59 µM]
CCN(c1cccc(C)c1)c1nc2ccsc2c(=O)s1,-3%,-1%,9%,149%[activator],5%,114%[activator][57.1 µM],108%[activator],-2%,81%[activator][12.7 µM]
CCc1noc(C)c1C(=O)N(Cc1ccccc1)c1c(N)n(CCOC)c(=O)[nH]c1=O,/,-6%,14%,2%,-2%,-6%,12%,7%,13%
COCCN(C(=O)COC(=O)CNC(=O)c1cccs1)c1c(N)n(Cc2ccccc2)c(=O)[nH]c1=O,/,2%,3%,-1%,59%[activator],-10%,-7%,i,11µM*
COc1ccc(N(C)C(=O)C2CCCN2S(=O)(=O)c2cccc3nsnc23)c(OC)c1 (centres undefined),1%,-2%,-4%,-4%,20%,-24%,63%[activator],-1%,-3%
COc1ccccc1C(=O)COC(=O)CN1C(=O)NC2(CCCC2)C1=O,/,-3%,-5%,-4%,9%,-3%,20%,6%,-4%
CCCCN(C(=O)NC(=O)Nc1ccccc1OC)S(C)(=O)=O,-4%,-1%,2%,9%,10%,-10%,10%,/,12%[59 µM]
Cc1ccc(CNC(=O)C2CCN(S(=O)(=O)Cc3ccccc3)CC2)cc1,-3%,-24%,-9%,5%,38%[activator],2%,57%[activator],-7%,-39%[59 µM]
CCOC(=O)C1=C(c2ccccc2)NC(=S)NC1c1cc([N+](=O)[O-])ccc1OC (centres undefined),-5%,32%[activator],-1%,?,-14%,-30%,5%,-5%,1%
Cc1nc(NC(=O)CSc2nnc(Cn3nnc4ccccc43)n2C)sc1C,1%,-3%,13%,-1%,1%,4%,2%,i,-1%[59 µM]
CCc1ccc(C(=O)c2cn(CC(=O)Nc3ccc4c(c3)OCO4)c3ccc(Cl)cc3c2=O)cc1,-4%,9%,1%,-27%,44%[activator],-13%,15%,-5%,-3%[59 µM]
Cc1ccc2[nH]c3c(=O)n(CCCN4CCOCC4)cnc3c2c1,4%,-5%,3%,-35%,-6%,-6%,24%,-7%,?
CCOC(=O)c1cnc2nc(NCc3ccc(OC)c(OC)c3)[nH]n2c1=O,-3%,-2%,-12%,17%,?,?,32%[activator],-8%,?
O=Cc1ccc(F)c([B-](F)(F)F)c1,/,0%,3%,/,-11%,-23%,20%,2%,/
Cc1cc(NC(=O)CSCC(=O)OCC(=O)Nc2cc(C)c(C)cc2[N+](=O)[O-])no1,/,-7%,-7%,-31%,3%,-19%,-13%,i,?
CCOc1ccc(NC(=O)C(=O)NCCc2ccccc2)cc1,1%,1%,-3%,-1%,-10%,2%,37%,-5%,9%[59 µM]
O=C(O)CCCNC(=O)/C(=C\c1ccc(Cl)cc1)NC(=O)c1ccccc1Br,3%,-4%,-14%,-6%,33%[activator],7%,36%,-2%,/
O=C(N/N=C/c1ccc2cccnc2c1)c1nc2ccccc2c(=O)[nH]1,1%,-3%,7%,-34%,11%,?,20%,-2%,-27%
O=C(O)c1cccnc1C(=O)c1ccccc1,/,1%,14%,/,35%[activator],-14%,2%,11%,/
COc1ccc2[nH]c(CN3CCN(CC(C)C)C(CCO)C3)c(C)c2c1 (centres undefined),-4%,1%,-27%,-31%,106%[activator],-22%,11%,i,-13%[59 µM]
CN(CCCNC(=O)c1cccc(N2CCCC2=O)c1)c1ccccc1,-12%,-6%,-11%,-25%,-2%,-27%,14%,-14%,8.9µM*
COc1ccccc1C=NN=C(N)C(N)=NN=Cc1ccccc1OC,/,2%,-4%,/,31%[activator],-24%,23%,0%,/
Cc1cccc(CSc2nnc3c(n2)[nH]c2ccccc23)c1,-4%,10%,-2%,-17%,40%,1%,34%,6%,5%

# 3 compounds picked at random from those above:
SMILES,BLM helicase inh,Pin1 inhibitor,GLS inh,BAZ2B block,POLI inh,JMJD2A Tudor,HP1b binding inh,PGK inhibitor,G9a inh
CCOc1ccc(NC(=O)C(=O)NCCc2ccccc2)cc1,1%,1%,-3%,-1%,-10%,2%,37%,-5%,9%[59 µM]
COc1ccccc1C=NN=C(N)C(N)=NN=Cc1ccccc1OC,/,2%,-4%,/,31%[activator],-24%,23%,0%,/
CCN(c1cccc(C)c1)c1nc2ccsc2c(=O)s1,-3%,-1%,9%,149%[activator],5%,114%[activator][57.1 µM],108%[activator],-2%,81%[activator][12.7 µM]
